NCI-60 one-dose screen, 48 h, at 10 µM unless noted. Numbers give growth in % (100 = growth as untreated, 0 = no growth, -100 = all killed).
MALME-3M: MALME-3M melanoma; 78,000 compounds, 5.8% hits; AID 1794766
BT-549: BT-549 breast cancer | AID 1794793 | 78,000 compounds, 4.4% hits
LOX IMVI: LOX IMVI melanoma | 79,000 compounds, 7.4% hits
MDA-MB-231: MDA-MB-231 breast cancer; 81,000 compounds, 5% hits; AID 1794789
MCF7: MCF7 breast cancer. 82,000 compounds, 6.3% hits
MDA-MB-468: MDA-MB-468 breast cancer; 78,000 compounds, 8.5% hits
HS 578T: HS 578T breast cancer | 78,000 compounds, 4.1% hits | AID 1794788
T-47D: T-47D breast cancer; AID 1794792; 79,000 compounds, 5% hits
Starred values were filed as active, the others as inactive; / = not tested or not shown; [ ] = dose if it differs, or a comment. How the source made its calls: active means growth percent below 10; inactive means the rest. Rows were taken by chance; any-hit rate near 12%.

SMILES	MALME-3M	BT-549	LOX IMVI	MDA-MB-231	MCF7	MDA-MB-468	HS 578T	T-47D
COc1ccc2[nH]cc(-c3nnc(N)nc3-c3c[nH]c4ncccc34)c2c1	100	89	/	84	56	89	75	46
O=S(=O)(OCCCCO)c1ccccc1	92	100	98	123	105	85	97	/
Cn1c[n+](C)ccc1=O	97	102	106	102	106	107	116	96
CC(O)c1cc[cH-]c1.[Fe+2].c1cc[cH-]c1 (stereo unspecified)	102	96	126	110	103	94	104	101
COc1ccc(S(=O)(=O)n2cc(C3OC(c4cc(OC)c(OC)c(OC)c4)=NN3C(C)=O)c3cccnc32)cc1 (stereo unspecified)	88	101	90	93	86	109	90	71
Cc1cc(=O)oc2cc(OS(=O)(=O)N3CCCCC3)ccc12	96	99	104	98	98	94	98	/
COc1ccccc1-c1cn2cc(Cl)sc2n1	101	111	93	87	69	/	114	83
Cc1ccc(-c2csc(NC(=O)c3cc(-c4ccc(Br)cc4)nc4ccccc34)n2)cc1	110	96	91	86	77	113	97	79
CC1OC(C(=O)N2CCN(CCO)CC2)CC1COC1CCCCC1 (stereo unspecified)	88[50 µM]	90[50 µM]	96[50 µM]	94[50 µM]	103[50 µM]	95[50 µM]	87[50 µM]	95[50 µM]
C=CCOc1cccc(/C=C/C(=O)c2sc(N)nc2C)c1	101	91	80	87	75	112	107	90
CCCCOP(=O)(OCCCC)C(CC(=O)N(CCCC)CCCC)C(=O)N(CCCC)CCCC (stereo unspecified)	79	86	/	68	69	68	77	69
CC(=O)Nc1ccc(S(=O)(=O)N/N=C(\C)c2ccc(C)cc2C)cc1	/	111	106	113	88	112	134	106
CC1CC(c2c(O)cc(O)c3c(=O)c(O)c(-c4ccc(O)cc4)oc23)NC1=O (stereo unspecified)	78	99	97	122	89	100	101	104
NC(=S)N/N=C\c1ncccc1OCc1cccc(N)c1	/	68	53	52	61	27	93	58
Cc1cc2nnc(-c3ccccc3)n2c(SCc2ccccc2)n1	109	86	89	82	91	90	93	66

Whole records as entered above. Values in the order: MALME-3M | BT-549 | LOX IMVI | MDA-MB-231 | MCF7 | MDA-MB-468 | HS 578T | T-47D
`Cn1c[n+](C)ccc1=O` as listed: 97 | 102 | 106 | 102 | 106 | 107 | 116 | 96
`Cc1ccc(-c2csc(NC(=O)c3cc(-c4ccc(Br)cc4)nc4ccccc34)n2)cc1` as listed: 110 | 96 | 91 | 86 | 77 | 113 | 97 | 79
`NC(=S)N/N=C\c1ncccc1OCc1cccc(N)c1` as listed: / | 68 | 53 | 52 | 61 | 27 | 93 | 58

(cont.)
SMILES	MALME-3M	BT-549	LOX IMVI	MDA-MB-231	MCF7	MDA-MB-468	HS 578T	T-47D
CC(=O)Nc1ccc(N=NC(C#N)C#N)cc1	95	106	95	87	99	113	95	82
COc1cccc(NC(=O)c2sc3nc(C)c(C(C)=O)cc3c2N)c1C	99	83	97	91	81	82	89	93
CCOC(=O)C(C(=O)OCC)C(=O)c1cccc2c1ccc1ccccc12	/	114	95	119	92	112	100	105
Nc1c(C(=O)c2ccc(Cl)cc2)sc2nc3c(cc12)CCCC3	80	80	97	109	93	94	118	89
CC(C)[C@@H]1NC(=O)[C@H](Cc2ccccc2)NC(=O)[C@@H]2CCCN2C(=O)[C@H](C(C)O)NC(=O)[C@H](C)NC(=O)[C@@H]2CCCN2C(=O)[C@@H]2CCCN2C1=O (stereo partly specified)	125	119	89	/	113	106	111	88
Cc1nn(-c2ccccc2)cc1/C=C1\SC(N2CCCCC2)=NC1=O	/	88	68	76	56	96	100	82
CCN(CC)CCCOc1cccc2c1C(=O)c1cccc(OCCCN(CC)CC)c1C2=O	40	/	17	35	12	35	58	62
CC1(C)CC[C@]23CC[C@]4(C)[C@H](CC[C@@H]5[C@@]6(C)C=C(N7CCOCC7)C(=O)C(C)(C)[C@@H]6CC[C@]54C)[C@H]2[C@H]1OC3	97	88	98	80	87	92	94	92
CCc1nc(Cl)nc(Cl)n1	/	115	104	123	109	112	111	107
CC1(C)C(=NNC(N)=O)C(C)(C)C1=NNC(N)=O	133	117	99	105	102	97	122	110
CCc1c(Cl)nc(N)nc1Nc1ccc(Cl)c(Cl)c1	100	84	92	90	79	65	97	85
COc1ccc(-c2nc3n[nH]c(-c4ccc(OC)cc4)c3c(-c3ccc(C(F)(F)F)cc3)c2C#N)cc1	67	81	/	/	54	89	/	56
Nc1c(C(=O)c2ccc(F)cc2)oc2nc(-c3cnccn3)cc(-c3cccs3)c12	91	89	/	94	84	86	81	105
O=C(CN(C(=O)Cn1c(=O)n2nnnc2c2ccccc21)c1ccccc1C(F)(F)F)Nc1ccc(C(F)(F)F)cc1	103	96	99	104	96	108	103	101
Clc1ccc(Nc2nnc(CNc3ccccc3)c3ccccc23)cc1	-14*	4.9*	12	20	9.2*	-16*	27	2.8*
CCCCC(C(O)c1ccccc1)N(CCCC)CCCC (stereo unspecified)	98	104	95	101	99	103	138	/
Cc1ccc(CCCC(=O)O)c(C)c1	105	101	99	108	105	92	108	95
O=[N+]([O-])c1cc([N+](=O)[O-])c2ccccc2c1O	126	/	98	95	98	109	/	93
O=C1O/C(=C2\OCc3ccccc32)c2ccccc21	123	90	/	89	61	80	99	62
O=S(=O)(NCCNc1nccc(-n2ccc3cccnc32)n1)c1ccc(Br)cc1	115	/	95	107	97	77	94	77
CC1(C)COC(c2ccccc2Cl)OC1	118	112	106	99	105	107	/	113
CCCCCCCCCCCCCCCCCC1=NCCN1CCO	129	91	-47*	59	74	102	86	95
Cc1cc(C(=O)NN)no1	136	131	95	122	104	108	106	115
O=C(Cn1nnc2ccccc21)N/N=C/c1ccc(O)cc1O	90	76	39	61	53	78	71	73
CCc1nn2c(-c3ccc(C(F)(F)F)cc3)c(-c3cc(OC)c(OC)c(OC)c3)nc2s1	79	104	91	73	41	69	79	63
Clc1nnc(NC2CCCCC2)c(Cl)c1Cl	160	113	73	97	65	80	115	99
CC1=CC(c2ccc(C)cc2)N2N=C(C)SC2=N1 (stereo unspecified)	/	109	100	102	102	105	105	100
COC(=O)CC1CC1C1Cc2c(nc(N(C)S(C)(=O)=O)nc2C(C)C)-c2ccc(F)cc21 (stereo unspecified)	112	65	79	69	67	75	85	64
FC(F)c1ncc(-c2ccc(C(F)(F)F)cc2)c(NC2CCCCCC2)n1	69[50 µM]	69[50 µM]	69[50 µM]	46[50 µM]	32[50 µM]	60[50 µM]	93[50 µM]	25[50 µM]
Cn1c2ccc(Br)cc2c2c3c(c4c5cc(F)ccc5oc4c21)C(=O)N(O)C3=O	-96*	89	62	85	41	108	93	63
CCOC(=O)c1c(NC(=O)NCCc2c[nH]c3ccccc23)sc2c1CCCC2	108	78	99	98	95	106	91	105
NC(=O)CSc1oc(-c2ccccc2)nc1S(=O)(=O)c1ccccc1	91	109	95	102	96	97	97	91
NCCC1CCCS1 (stereo unspecified)	103	89	100	110	97	112	105	113
COC(=O)c1nc(-c2ccccc2)oc1S(=O)(=O)N1CCN(c2ccccc2)CC1	95	87	84	99	74	74	102	94
Nc1ncnc2c1ncn2[C@@H]1O[C@H](CO)[C@@H](O)[C@H]1O	104	84	99	114	99	114	112	102
CC1(C)CC(=O)C2=C(C1)N(c1ccc(F)cc1F)C(N)=C(C#N)C2c1ccc([N+](=O)[O-])cc1 (stereo unspecified)	112	116	102	112	95	110	100	110
Cc1c2cc[nH]c(=O)c2c(C)c2c1[nH]c1cc(OCCN3CCN(C)CC3)ccc12	-59*	33	-62*	4.0*	-12*	-12*	15	23
FC(F)(F)c1cccc(/C=C/c2nn3c(-c4ccc(Br)cc4)nnc3s2)c1	101	106	94	95	40	77	103	79
CCOC(=O)C1=NN(c2ccccc2)C2=NC(=O)/C(=C\c3cn(-c4ccccc4)nc3-c3cc4ccccc4o3)C(=O)N12	/	97	96	79	76	111	98	87
COc1ccc(Cc2cc(-c3ccccc3)n[nH]c2=O)cc1	112	122	99	91	102	108	88	116
N#Cc1c(-c2ccc(OCc3ccccc3)cc2)nc(SCc2ccc([N+](=O)[O-])cc2)[nH]c1=O	104	98	99	109	90	94	91	87
CCc1cc(Cc2cc(CC)cc(C(C)(C)C)c2O)c(O)c(C(C)(C)C)c1	19	40	10	14	11	/	/	-1.0*
CC(C)c1cccc(C#N)c1	113	102	95	102	95	99	101	96
Cn1cc(-c2ccc3nc(-c4ccc(CC(=O)ONc5cc(C(C)(C)C)on5)cc4)cnc3c2)cn1	22	30	31	39	53	46	31	24
COc1ccc2c(O)c(/C=C3\N=Nc4ccccc43)oc2c1C[C@H]1CCNC[C@H]1F	42	71	35	48	12	76	55	83

5 compounds drawn at random from those above:
SMILES	MALME-3M	BT-549	LOX IMVI	MDA-MB-231	MCF7	MDA-MB-468	HS 578T	T-47D
FC(F)(F)c1cccc(/C=C/c2nn3c(-c4ccc(Br)cc4)nnc3s2)c1	101	106	94	95	40	77	103	79
Cn1cc(-c2ccc3nc(-c4ccc(CC(=O)ONc5cc(C(C)(C)C)on5)cc4)cnc3c2)cn1	22	30	31	39	53	46	31	24
NC(=O)CSc1oc(-c2ccccc2)nc1S(=O)(=O)c1ccccc1	91	109	95	102	96	97	97	91
Nc1ncnc2c1ncn2[C@@H]1O[C@H](CO)[C@@H](O)[C@H]1O	104	84	99	114	99	114	112	102
COc1ccc2c(O)c(/C=C3\N=Nc4ccccc43)oc2c1C[C@H]1CCNC[C@H]1F	42	71	35	48	12	76	55	83

(cont.)
SMILES	MALME-3M	BT-549	LOX IMVI	MDA-MB-231	MCF7	MDA-MB-468	HS 578T	T-47D
CC1=CSc2nnc(CSC(SCc3nnc4n3NC(C)=CS4)c3ccccc3)n2N1	96	99	98	82	/	86	103	95
COc1ccc(-c2nc(SCC(C)C)nc(Nc3ccc(C(C)=O)cc3)c2C#N)cc1	105	117	106	101	96	115	113	108
COc1ccc(/C(C)=C(\c2ccc(Cl)cc2)c2ccc(OCCN3CCCC3)cc2)cc1	4.8*	58	-47*	26	13	58	52	46
Cn1c(=O)c2[nH]c(N/N=C/c3ccccc3Br)nc2n(C)c1=O	107	99	104	98	91	115	161	108
O=S(=O)(C/C(=N/O)c1ccc(-c2ccccc2)cc1)c1ccccc1	115	103	108	99	90	/	104	90
CCOC(=O)CCN1C(=O)/C(=C/c2ccc(O)cc2)SC1=S	76	92	95	82	100	/	91	88
CCOCc1nc(N)nc(N)c1-c1cccc(Cl)c1	94	109	98	132	96	/	103	107
NS(=O)(=O)c1ccc(CCn2c(SCC(=O)Nc3ccc(Br)cc3)nc3ccccc3c2=O)cc1	72	72	46	69	36	68	83	37
COc1cccc(C(=O)Nc2ccc(-c3cc(=O)c4c(O)c(OC)c(OC)cc4o3)cc2)c1	99	100	102	96	99	89	111	92
COc1ccc(C2CC(c3cccc(Nc4ccncc4)c3)=Nc3c(N)ncnc3N2)cc1 (stereo unspecified)	106	119	83	83	63	78	84	83
O=C(C[N+]12CN3CN(CN(C3)C1)C2)c1ccc2ccccc2c1	/	103	97	96	99	111	100	111
COc1ccc(-c2cc(-c3cc4ccccc4oc3=O)n(-c3ccccc3)n2)cc1	70	75	60	60	76	87	66	73
CN(C)c1ccc(/C=C2\Oc3cc(O)ccc3C2=O)cc1	88	89	99	102	89	94	95	96
COc1ccc(CC(=O)n2cccc2)cc1	114	105	95	139	98	110	/	108
COc1nc(Nc2ccc(C(C)C)cc2)nc(OC)n1	93	99	98	90	96	88	114	91

2 entries from above, set out differently:
| Compound | MALME-3M | BT-549 | LOX IMVI | MDA-MB-231 | MCF7 | MDA-MB-468 | HS 578T | T-47D |
| --- | --- | --- | --- | --- | --- | --- | --- | --- |
| Cn1c(=O)c2[nH]c(N/N=C/c3ccccc3Br)nc2n(C)c1=O | 107 | 99 | 104 | 98 | 91 | 115 | 161 | 108 |
| O=S(=O)(C/C(=N/O)c1ccc(-c2ccccc2)cc1)c1ccccc1 | 115 | 103 | 108 | 99 | 90 | / | 104 | 90 |

Remaining list, next part
SMILES	MALME-3M	BT-549	LOX IMVI	MDA-MB-231	MCF7	MDA-MB-468	HS 578T	T-47D
COC(=O)c1nc(=S)[nH]c(C(=O)OC)c1C(=O)c1ccc(C)cc1	98	102	95	96	96	99	95	105
Oc1cccc(-c2nc(N3CCOCC3)c3c4c(sc3n2)CCCC4)c1	49	45	50	43	42	46	10	9.2*
O=C(NNC(=O)c1ccncc1)Nc1ccc(Cl)cc1	110	109	97	123	104	124	/	100
COc1ccc(C2=NN(CC(=O)Nc3nc4ccccc4s3)C(=O)CC2)cc1	93	100	93	96	100	98	91	75
CC(C)COC(=O)c1ccc(NC(=O)CN(C)c2ccccc2)cc1	104	94	99	108	97	116	104	97
Cc1ccc(S(=O)(=O)NCCCNC(=O)OCc2ccccc2)cc1	132	100	105	116	100	99	104	/
C[N+](C)(C)CCCCCCCCCC[N+](C)(C)C	93	79	85	84	91	80	/	89
CC(=O)OCc1c2ccccc2c(C)c2c1cc(F)c1ccccc12	130	105	79	69	40	55	90	57
CCOc1nc(-c2ccccc2)cc2c(O)c(C(=O)n3nc(C)cc3C)[nH]c(=O)c12	102	100	/	112	101	99	115	107
Cc1ccc(S(=O)(=O)NC(=O)CCC(=O)NCc2ccccc2)cc1	96	102	97	101	/	109	106	97
COC(=O)/C(=C\c1ccc([N+](=O)[O-])cc1)NC(=O)c1ccccc1	149	105	105	101	101	110	109	101
Cc1cc(=O)oc2cc(OS(=O)(=O)N(C)C)ccc12	99	106	99	102	94	100	97	94
CCCCCCCCCCCCOC(=S)CCl	121	95	92	93	99	88	99	71
FC(F)(F)c1ccc(-c2cncnc2NC2CCCCCC2)cc1	98	103	96	107	98	98	101	84
C=C1[C@@]2(C)CC(C)=C[C@]1(C(=O)OC)[C@]1(C)CCC3C(C)(C)[C@@H](O)CC[C@]3(C)C1C2 (stereo partly specified)	106	124	91	89	97	95	100	95
CCOc1ccc(Br)cc1/C=C1\N=C(c2ccccc2)OC1=O	110	95	78	99	41	52	113	86
CCn1c(SCC(=O)N2CCN(c3cc4c(cc3F)c(=O)c(C(=O)O)cn4C3CC3)CC2)nnc1-c1ccc(Cl)cc1	107	99	89	109	94	98	94	93
c1cc2c3c(cccc3c1)NC1(CCC3(CC1)Nc1cccc4cccc(c14)N3)N2	85	70	88	104	48	101	81	75
